Sm TGR block – blocks Schistosoma mansoni thioredoxin glutathione reductase | purified TGR, DTNB reduction, TNB absorbance 405 nm | Potency, µM (top dose mostly 114 µM), for inactives: at the highest dose activity change, negative = inhibition, actives largely listed as inhibitors | 360,000 compounds, 3% hits | AID 485364; also: potency is read from the fitted curve at half-maximal effect; nearly all actives have a fitted effect of over 60% in size
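Kinetic colorimetric format: TGR-catalysed, NADPH-driven DTNB reduction monitored via TNB absorbance. Enzyme dispensed at 20 nM; compound exposure 15 min at room temperature before reaction start.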
HCMV inh – human cytomegalovirus inhibition. HFF cells, HCMV-luciferase reporter, 72 h; stronger effect = lower value. activity change, negative = inhibition, % at 57.5 µM. 410,000 compounds, 4.5% hits. AID 1259415; in the data active = activity change below about -60%; inconclusive = no clear call, values can overlap the other calls; inactive = above about -39%
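Cell-based, HFFs, 1000 cells/well, 16 h 37C; cpds in DMSO + HCMV-luc, MOI 1 PFU/cell; 72 h 37C; OneGlo luminescence after 5 min RT; norm. to buffer vs Salinomycin 10uM.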
AmpC no deterg – inhibitors of E. coli AmpC beta-lactamase without detergent | Potency, µM (doses to about 57.1 µM), inactives show at the top dose activity change, negative = inhibition, usual class: inhibitors | P00811 | 330,000 compounds, 0.52% hits | AmpC nitrocefin hydrolysis, absorbance 480 nm, 0.0001% Triton;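 also: potency is read from the fitted curve at half-maximal effect; plate controls were no compound for no effect and no enzyme for full effect; nearly all actives have a fitted effect of over 20% in size; some results filed as inactive show a strong effect at the top dose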
Target sequence (P00811 whole entry, looked up): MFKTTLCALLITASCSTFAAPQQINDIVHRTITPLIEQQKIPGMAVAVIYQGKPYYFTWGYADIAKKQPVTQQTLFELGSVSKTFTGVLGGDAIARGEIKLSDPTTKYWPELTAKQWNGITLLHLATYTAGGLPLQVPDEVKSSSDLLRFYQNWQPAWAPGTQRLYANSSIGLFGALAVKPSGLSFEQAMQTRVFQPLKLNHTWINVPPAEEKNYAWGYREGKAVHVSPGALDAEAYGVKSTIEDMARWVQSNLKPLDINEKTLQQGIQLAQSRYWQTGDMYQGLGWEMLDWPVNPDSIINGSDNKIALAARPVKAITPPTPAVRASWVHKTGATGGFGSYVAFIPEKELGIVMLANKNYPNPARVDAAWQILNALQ
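20 mM phosphate pH 7.0 + 0.01% (detergent screen) or 0.0001% Triton X-100; 5.3 nM AmpC reagent; cpd preinc 15 min RT; nitrocefin (800 uM stock) to start; A480 q20 s × 4 min; Activity was normalised to no-enzyme and no-compound control wells.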
AmpC inh detg – AmpC beta-lactamase inhibition with detergent present; 370,000 compounds, 0.041% hits; Potency, µM (top dose mostly 114 µM), for the others: top-dose activity change, negative = inhibition, most hits filed as inhibitors; AID 485294; AmpC hydrolysis of nitrocefin, absorbance 480 nm, 0.01% Triton;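 also: potency is read from the fitted curve at half-maximal effect; 0% = no-compound wells and -100% = no-enzyme wells; nearly all actives have a fitted effect of over 25% in size; some results filed as inactive show a strong effect at the top dose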
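20 mM phosphate pH 7.0 + 0.01% (detergent screen) or 0.0001% Triton X-100; 5.3 nM AmpC reagent; cpd preinc 15 min RT; nitrocefin (800 uM stock) to start; A480 q20 s × 4 min; Activity was normalised to no-enzyme and no-compound control wells.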
AMA1-RON2 inh – disrupts binding of P. falciparum AMA1 to RON2 | 360,000 compounds, 0.2% hits | Potency, µM (series often up to 58.2 µM), without a hit: at the highest dose activity change, negative = inhibition, hits mostly inhibitors | AlphaScreen AMA1-biotinylated RON2 peptide binding | AID 720542;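 also: potency is read from the fitted curve at half-maximal effect; 0% = vehicle wells and -100% = peptide control; nearly all actives have a fitted effect of over 45% in size; some results filed as inactive show a strong effect at the top dose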
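AMA1 (3D7) with his tag at 25 nM final met compounds first, then biotinylated RON2 peptide at 25 nM; detection used donor plus acceptor beads, 10 µg/mL apiece, read by AlphaScreen after 30 min at room temperature.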
FBPA Giardia inh – Giardia lamblia aldolase inhibition; A8B2U2; Potency, µM (doses to about 59.6 µM), for inactives: top-dose activity, negative = inhibition, most hits filed as inhibitors; 290,000 compounds, 0.71% hits; AID 2451; purified Giardia FBPA; also: potency is read from the fitted curve at half-maximal effect; nearly all actives have a fitted effect of over 55% in size
Target sequence (A8B2U2 whole entry, looked up): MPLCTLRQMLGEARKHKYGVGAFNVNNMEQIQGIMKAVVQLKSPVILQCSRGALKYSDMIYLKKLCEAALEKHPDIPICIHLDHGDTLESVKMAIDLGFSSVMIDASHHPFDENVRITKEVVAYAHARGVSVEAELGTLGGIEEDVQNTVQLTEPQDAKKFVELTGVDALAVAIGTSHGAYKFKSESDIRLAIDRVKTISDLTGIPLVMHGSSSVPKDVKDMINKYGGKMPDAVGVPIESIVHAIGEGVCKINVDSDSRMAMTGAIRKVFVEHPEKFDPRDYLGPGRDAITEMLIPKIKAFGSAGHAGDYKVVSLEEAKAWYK
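Giardia FBPA (40 nM reagent) was preincubated 10 min at RT with compound (up to 57.5 uM final), then substrate plus GAPDH/TPI/NAD/arsenate coupling system with diaphorase/resazurin was added; resorufin fluorescence (525/598 nm) was read after 20 min.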
* = called active by the depositor; u = inconclusive; x = no result given; & = joins results of further samples; [ ] = another dose, or the depositor's remark. Unless noted, calls follow the shape of the dose curve; as a rule, active = well fitted curve in the direction sought with a large enough effect; inconclusive = small, poorly fitted or top-dose-only effect, or another doubt; inactive = no such curve, though single readings can be large; an effect the other way counts as inactive or inconclusive. Unless noted, % is scaled to controls: 0 for no effect and ±100 for the full control effect.

SMILES	Sm TGR block	HCMV inh	AmpC no deterg	AmpC inh detg	AMA1-RON2 inh	FBPA Giardia inh
CCOC(=O)Cn1c(=O)oc2cc(S(=O)(=O)N3CCC(N4CCCCC4)CC3)ccc21	-14%	54	-18%	-17%	-3%	0%
O=C(O)c1ccc(C=NNC(=O)c2ccccc2NS(=O)(=O)c2cccs2)cc1	x	-23	-47%	x	-8%	x
CCCn1nc(NC(=O)C(C)(C)C)c2cc3cc(OC)ccc3nc21	9%	-17	49%	1%	57%[activator]	1%
O=C(O)c1ccc2c(=O)n(-c3ccc(F)cc3)c(=S)[nH]c2c1	6%	-30	-15%	5%	10%	2%
O=C(CN1CCN(c2nc(-c3ccccc3)cs2)CC1)NNC(=O)c1ccc(Br)cc1	0%	-34	-33%	-1%	35%[activator]	x
O=c1[nH]c(=O)n(-c2ccc(F)cc2)c2c1C(C(F)(F)F)(C(F)(F)F)N=C(c1ccc(F)cc1)N2	-9%	-99*	-19%	-8%	17%	7%
N#Cc1cc(N)ccc1Sc1ccc(Cl)cc1	-9%	2	-28%	0%	2%	-9%
CCCNC(=O)c1ccc(Cn2c(SCC(N)=O)nc3ccccc3c2=O)cc1	5%	5	x	5%	x	x
Cn1c(SCC(=O)N2c3ccccc3Sc3ccccc32)nc2ccccc21	3%	u	-8%	u	2%	1%
COC(=O)c1sc(N)c(C(=O)OC)c1COC(=O)CNS(=O)(=O)c1cccc(C#N)c1	1%	-19	-44%	u	9%[11.6 µM]	4%
C=CCNc1nnc(SC2CC(=O)N(c3ccc(OCCC)cc3)C2=O)s1 (centres undefined)	4µM*	-11	-16%	2%	-3%	-20%
CCCn1nc(C(=O)Nc2nnc(C3CC3)s2)c2ccccc2c1=O	0%	-22	80%[activator]	2%	-10%	x
CCC(=O)Nc1cc(OC)c(NC(=O)c2ccccc2)cc1OC	-5%	74	-9%	1%	-14%	-23%
Cc1cccc(NC(=O)CCc2c(C)nc3ncnn3c2C)n1	-17%	-16	-8%	-13%	-12%	6%
O=C(CCSc1ccccc1)NC(=O)COC(=O)c1ccc(OC(F)F)cc1	-19%	-1	-26%	-7%	8%	0%
O=C(c1nc2ccc(Cl)cn2c1CN1CCC(O)CC1)N1CCc2ccccc2C1	-15%	27	11%	3%	-13%	x
Cc1ccc(S(=O)(=O)NCCS(=O)(=O)N2CCN(c3ccccc3)CC2)cc1	-12%&-2%	-13&-29	-18%	-2%&5%	0%	5%
CCN1CCN(CCC2Oc3cc([N+](=O)[O-])ccc3NC2=O)CC1 (centres undefined)	-8%	-26	-20%	6%	-7%	0%
Cc1ccc(NC(=O)CC(NCC2CCCO2)C(=O)O)cc1C (centres undefined)	4%	-6	-14%	-14%	20%	-11%
COCC(C)NC(=O)c1nn(Cc2ccccc2)c(=O)c2ccccc12 (centres undefined)	-22%	-21	-4%	5%	5%	x

Already shown: an excerpt of the list.
SMILES	Sm TGR block	HCMV inh	AmpC no deterg	AmpC inh detg	AMA1-RON2 inh	FBPA Giardia inh
Cc1ccc(NC(=O)CC(NCC2CCCO2)C(=O)O)cc1C (centres undefined)	4%	-6	-14%	-14%	20%	-11%
COCC(C)NC(=O)c1nn(Cc2ccccc2)c(=O)c2ccccc12 (centres undefined)	-22%	-21	-4%	5%	5%	x

(cont.)
SMILES	Sm TGR block	HCMV inh	AmpC no deterg	AmpC inh detg	AMA1-RON2 inh	FBPA Giardia inh
Oc1ccccc1C1=NN(c2ccccc2)C(c2ccc(F)cc2)C1 (centres undefined)	-34%	-74*	-32%	-8%	68%[activator]	-13%
O=C(Cc1cccs1)Nc1nnc(SCc2ccc(C(F)(F)F)cc2)s1	0%	-18	-33%	-1%	-5%	8%
CCOC(=O)CN1NC2(CCCC(C)C2)NC1=S (centres undefined)	-16%	22	-19%	2%	10%	u
CC(=O)[C@@H]1[C@@H]2C(=O)N(Cc3ccccc3)C(=O)[C@@H]2C2c3ccccc3C=CN21 (some centres undefined)	45µM*	-3	-16%	-1%	34%[activator]	u
CCOc1ccc(CN2C(=O)c3ccccc3Sc3ccc(C(=O)NCc4ccc(C)cc4)cc32)cc1	10%	-5	x	5%	x	x
C=C(C)CSc1nnc(CCNC(=O)OC(C)(C)C)o1	0%	23	1%	-9%	10%	2%
O=[N+]([O-])c1cccc(C2(O)COc3ccccc3O2)c1 (centres undefined)	-22%	15	-30%	-1%	-15%	-4%
COc1ccc([N+](=O)[O-])cc1NS(=O)(=O)c1ccc(C)cc1	-8%	u	-17%	2%	-7%	0%
Cc1ccc(Cn2nnnc2CN2CCC(n3nnc4cc(C)ccc43)CC2)cc1	7%	u	66%[activator]	-12%	11%	3%
COCCNC(=O)c1cc(-c2ccncc2)nc2ccc(S(=O)(=O)N3CCOCC3)cc12	-15%	10	3%	-3%	2%	5%
O=C(Nc1ccc(S(=O)(=O)Nc2ccnn2-c2ccccc2)cc1)C(F)(F)F	4%	9	-18%	-4%	12%	7%
CC(=O)OCC(=O)[C@@]1(O)CC[C@H]2[C@@H]3CCC4=CC(=O)CC[C@]4(C)[C@H]3C(=O)C[C@@]21C	-11%	-15	-22%	2%	-3%	-1%&1%
CCn1c(SCC(=O)Nc2ncc(C(F)(F)F)cc2Cl)nnc1-c1ccccc1	9%	4	6%	7%	56%[activator]	-20%
Cc1nn(C(C)C(=O)Nc2ccccc2Cl)c(=O)c2nn(-c3ccccc3)c(C)c12 (centres undefined)	1%	-62*	-8%	-1%	9%	x
C=CCn1c(O)c(C(C)=NCCN2CCCCC2)c(=O)[nH]c1=O	14µM*	55	-4%	-22%	34%[activator]	-3%
O=C(Nc1ccc(Cl)cc1)C1=Cc2cc(Cl)ccc2OC1	-21%	-24	-45%	-7%	-19%	-6%
N#Cc1c(-c2ccccc2F)cc(-c2cccnc2)nc1N	-8%	17	-16%	u	-8%[2.32 µM]	8%
O=C(O)c1ccccc1-n1c(-c2ccccc2)cc2c1CCCC2=O	-4%	-27	-10%	7%	3%	1%
CC1=CC(C)(C)NC(=S)N1C(C)c1ccccc1 (centres undefined)	-21%	-39	-21%	-3%	-16%	-9%
COc1cccc(C2CC(c3ccccc3Cl)n3ncnc3N2)c1 (centres undefined)	13%	-4	22%	u	-6%	8%

Exported in markdown: two of the compounds above.
| SMILES | Sm TGR block | HCMV inh | AmpC no deterg | AmpC inh detg | AMA1-RON2 inh | FBPA Giardia inh |
| --- | --- | --- | --- | --- | --- | --- |
| O=C(O)c1ccccc1-n1c(-c2ccccc2)cc2c1CCCC2=O | -4% | -27 | -10% | 7% | 3% | 1% |
| CC1=CC(C)(C)NC(=S)N1C(C)c1ccccc1 (centres undefined) | -21% | -39 | -21% | -3% | -16% | -9% |

Carrying on:
SMILES	Sm TGR block	HCMV inh	AmpC no deterg	AmpC inh detg	AMA1-RON2 inh	FBPA Giardia inh
CCS(=O)(=O)N1CCN(C(=O)C(c2ccccc2)c2ccccc2)CC1	-4%	45	12%	-7%	13%	4%
CCOC(=O)/C(C#N)=C\c1ccco1	5%	-38	-10%	u	-9%	1%
Cc1nc2scc(-c3cccs3)c2c(=O)n1CC(=O)O	-1%	-36	-10%	1%	9%	8%
COc1ccc(C2NC(=O)c3ccccc3O2)cc1OC (centres undefined)	-3%	47	-1%	1%	0%	5%
Cc1onc(-c2ccccc2Cl)c1C(=O)NC(=S)Nc1ccccc1C(N)=O	-3%	u	-33%	3%	1%	u
Cc1cc(=O)[nH]c2nnc(-c3ccc(Cl)cc3)n12	4%	29	-21%	u	5%	u
CC(C)N(CC(O)COc1ccc(CC(N)=O)cc1)CC(O)COc1ccc(CC(N)=O)cc1 (centres undefined)	0%	-30	-10%	-13%	-8%	1%
CC1=C(C(=O)OC2CCCCC2)C(c2ccccc2)NC(=O)N1 (centres undefined)	4%	-30	-22%	-5%	-8%	-2%
O=C(COc1ccccc1)Nc1ccc(CSc2ccccc2)cc1	-20%	-22	-12%	4%	11%	3%
O=C(CN1C(=O)NC2(CCCc3ccccc32)C1=O)Nc1cccc(S(=O)(=O)N2CCCCC2)c1 (centres undefined)	0%	-27	-29%	-7%	-5%	-6%

In a second layout: results already given
SMILES | Sm TGR block | HCMV inh | AmpC no deterg | AmpC inh detg | AMA1-RON2 inh | FBPA Giardia inh
C=CCn1c(O)c(C(C)=NCCN2CCCCC2)c(=O)[nH]c1=O | 14µM* | 55 | -4% | -22% | 34%[activator] | -3%
C=C(C)CSc1nnc(CCNC(=O)OC(C)(C)C)o1 | 0% | 23 | 1% | -9% | 10% | 2%
O=C(Nc1ccc(S(=O)(=O)Nc2ccnn2-c2ccccc2)cc1)C(F)(F)F | 4% | 9 | -18% | -4% | 12% | 7%

Whole records, quoted from the list. Screens in order: Sm TGR block, HCMV inh, AmpC no deterg, AmpC inh detg, AMA1-RON2 inh, FBPA Giardia inh
Record of CCS(=O)(=O)N1CCN(C(=O)C(c2ccccc2)c2ccccc2)CC1 : -4%, 45, 12%, -7%, 13%, 4%
Record of CC1=C(C(=O)OC2CCCCC2)C(c2ccccc2)NC(=O)N1 (centres undefined) : 4%, -30, -22%, -5%, -8%, -2%
Record of O=C(CN1C(=O)NC2(CCCc3ccccc32)C1=O)Nc1cccc(S(=O)(=O)N2CCCCC2)c1 (centres undefined) : 0%, -27, -29%, -7%, -5%, -6%
Record of O=C(COc1ccccc1)Nc1ccc(CSc2ccccc2)cc1 : -20%, -22, -12%, 4%, 11%, 3%

(further entries)
SMILES	Sm TGR block	HCMV inh	AmpC no deterg	AmpC inh detg	AMA1-RON2 inh	FBPA Giardia inh
CCN(c1cccc(C)c1)S(=O)(=O)c1cn(CC(=O)OC)c2ccc([N+](=O)[O-])cc12	2%	-23	-16%	-6%	-10%	-4%
Cc1[nH]c2ccccc2c1C1(O)C(=O)N(Cc2ccccc2Cl)c2ccccc21 (centres undefined)	8%	u	x	9%	x	x
CCCn1c(SC/C(O)=C(\C#N)c2nc3ccccc3[nH]2)n[nH]c1=O	x	-35	-14%	-5%	87%[activator]	-26%
CCOc1cccc(CNC(=O)c2ccc(N3CCCC3)c(NC(=O)NCc3ccccc3)c2)c1	-2%	-17	x	-1%	x	x
O=C(COc1ccc(S(=O)(=O)N2CCCC2)cc1Cl)Nc1ccc2c(c1)OCO2	1%	1	-17%	-3%	1%	4%
O=C(CSc1ccc(-c2ccccn2)nn1)NCc1ccccc1	1%	-12	-19%	2%	u	-24%
COc1ccc(NC(=O)C2=NNC(=O)CC2)cc1S(=O)(=O)N1CCCCC1	14%	-28	1%	-15%	1%	0%
CCOc1ccc(OCCCC(=O)O)cc1	-16%	44	-7%	-6%	-12%	15%
COCCn1c(SCC(=O)Nc2sccc2C(N)=O)nnc1-c1ccncc1	6%	3	-21%	13%	3%	0%
Cc1ccc(CNC(=O)c2nc(SCc3cccc(C)c3)ncc2Cl)cc1	1%	-10	x	5%	x	x
CCC(=O)Nc1ccc2c(c1)nc(CCN1CCN(c3ccccn3)CC1)n2C	-2%	-3	-8%	0%	2%	-3%
